# Bioassay records (PubChem)
# ABCB6 inh MLPCN: blocks the human ABCB6 transporter | Q9NP58 | K562-ABCB6 porphyrin accumulation, flow cytometry, 1 h; stronger effect = lower value | fluorescence ratio to DMSO, % at 10 µM | 360,000 tested, 0.19% active | AID 602162;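 active = fluorescence ratio to DMSO below 75%, the collection mean minus 3 SD; inconclusive = too few cells collected in the well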;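 note: signal is porphyrin accumulated inside mitochondria; 100% equals median channel fluorescence of DMSO control wells; lower ratio means ABCB6 inhibition with less porphyrin fluorescence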
# PDI turbidity: inhibitors of human protein disulfide isomerase. PDI insulin aggregation turbidity, A650, 90 min. inhibition, % at 10 µM. 350,000 tested, 0.052% active. AID 588391;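 active = mean inhibition across replicates of 30% or more, whatever share of single replicates reach that level; inconclusive = mean inhibition below 30% while every single replicate reaches 30%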;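 note: absorbance from insulin aggregation driven by PDI reduction with DTT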
# Target sequence (P07237 whole entry, looked up): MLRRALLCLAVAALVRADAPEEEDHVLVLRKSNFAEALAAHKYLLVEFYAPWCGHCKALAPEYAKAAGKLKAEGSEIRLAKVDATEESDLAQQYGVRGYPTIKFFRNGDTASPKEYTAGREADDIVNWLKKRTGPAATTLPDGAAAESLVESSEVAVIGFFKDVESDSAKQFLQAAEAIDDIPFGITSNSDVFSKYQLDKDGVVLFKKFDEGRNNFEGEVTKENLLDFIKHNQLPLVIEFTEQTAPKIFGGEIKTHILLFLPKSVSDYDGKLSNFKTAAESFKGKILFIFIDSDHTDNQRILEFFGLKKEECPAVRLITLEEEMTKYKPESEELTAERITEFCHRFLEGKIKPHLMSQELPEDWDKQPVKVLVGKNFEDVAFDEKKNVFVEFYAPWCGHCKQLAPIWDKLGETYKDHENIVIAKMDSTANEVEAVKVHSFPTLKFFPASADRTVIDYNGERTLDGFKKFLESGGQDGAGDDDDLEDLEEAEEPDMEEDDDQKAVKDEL
# Cardio protect: modulators protecting cardiomyocytes from myocardial damage | H9c2 cardiomyocytes, H2O2 injury protection, ATPLite, 2 h | protection from H2O2 cell death, % at 20 µM | 360,000 tested, 0.63% active | AID 588492;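 active = compounds giving at least 50% protection of heart cells from peroxide-induced death in the single-dose screen, raw or plate-pattern-corrected value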;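 note: 0% = DMSO wells with peroxide and 100% = DMSO wells without peroxide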
# HTR2A ag: agonists of mouse serotonin 5-HT2A receptor (HTR2A); P35363; CHO-K1 mHTR2A beta-arrestin complementation, luminescence; percent of 30 µM serotonin response; activation, % at 7.6 µM; 360,000 tested, 0.66% active;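 active = activation above a run cutoff, the mean activation of all tested compounds plus 3 SD, cut at about 14% in these data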;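 note: 0% = plate median of compound wells and 100% = 30 µM serotonin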
# CaV13 FRET inh: Disruptors of the CACNA1D IQ motif to Ca2+-dependent inactivation inhibitor domain association, primary screening, Förster resonance energy transfer in intact living …; HEK cells, CFP/YFP FRET ICDI-IQ, plate reader, 10 min; percent FRET-ratio fall versus neutral wells; inhibition, % at 12.3 µM; 340,000 tested, 0.098% active;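 active = mean replicate inhibition of at least 30% and at least 1% of replicates passing that level; inconclusive = only one of the two criteria is met; inactive = neither criterion is met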;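 note: 0% = median of the neutral control wells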
# Vif imaging: inhibitors of HIV Vif; HEK293T cells, Vif self-association by quenched fluorescence, imaging, 24 h; inhibition, % at 7.49 µM; 340,000 tested, 0.35% active; AID 602346; in the data active = inhibition above about 50%, passing the limit was not always enough; inconclusive = no clear call, values can overlap the other calls; inactive = below about 31%; note: some results filed as inactive read as strong as hits
# MC4R antag cAMP: human MC4R antagonism in cAMP assay. P32245. MC4R-expressing cells, MTII-stimulated cAMP, LANCE TR-FRET. inhibition, % at 6.5 µM. 360,000 tested, 0.48% active. AID 540295;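 active = inhibition above its plate's cutoff, the mean of tested wells on that plate plus 3 SD, cut at about 29% in these data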;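 note: 0% = Melanotan II alone and 100% = Melanotan II plus saturating MCL0020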
# Target sequence (P32245 whole entry, looked up): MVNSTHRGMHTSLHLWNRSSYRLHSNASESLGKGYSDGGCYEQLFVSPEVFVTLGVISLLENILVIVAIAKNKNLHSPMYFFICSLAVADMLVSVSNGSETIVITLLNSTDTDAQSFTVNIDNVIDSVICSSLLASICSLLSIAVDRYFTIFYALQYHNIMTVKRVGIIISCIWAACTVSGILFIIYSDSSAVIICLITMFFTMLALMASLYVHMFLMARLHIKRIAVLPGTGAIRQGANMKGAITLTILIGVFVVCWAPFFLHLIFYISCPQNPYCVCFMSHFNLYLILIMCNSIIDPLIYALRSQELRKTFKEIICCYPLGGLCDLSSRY
#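 Test system: U2OS cells stably expressing human melanocortin 4 receptor (MC4R); also added: Melanotan II challenge; compound: 6.5 µM single dose; timing: 30-min compound preincubation, 1-h Melanotan II challenge, 1-h detection, room temperature; signal: Eu-cAMP/anti-cAMP TR-FRET, emission 671 nm; repeats: one well per compound, no replicates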
# Glyco luc inh: blocks N-linked glycosylation in D54 reporter cells; D54 ERlucT glycosylation luciferase reporter, 24 h; percent of 100 nM tunicamycin response; reporter increase, % at 12.5 µM; 360,000 tested, 0.23% active;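 active = mean luciferase reporter signal, scaled so untreated is 0 and the glycosylation-blocking control 100, at or above a set limit in every replicate; inconclusive = mean reaches the limit but not every replicate does; inactive = mean below the limit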;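 note: luciferase carries N-glycosylation sites so blocking glycosylation raises the light; 0% = median of neutral control wells and 100% = median of 100 nM tunicamycin wells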
# aDG glyco up: increases alpha dystroglycan glycosylation | Pro5-aDG cells, alpha-DG glycosylation AlphaScreen (IIH6); 0% Pro5, 100% B10-LARGE cell signal | activation, % at 10 µM | 360,000 tested, 0.22% active;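 active = activation of at least 8% versus controls, or a plate z-score of at least 8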;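 note: Pro5 are CHO cells carrying HIG-tagged alpha-DG that lacks glycosylation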
# MC4R ag barr: activates human MC4R beta-arrestin recruitment. U2OS MC4R beta-arrestin complementation, luminescence; percent of melanotan II response, DMSO zero. 360,000 tested, 0.98% active. activation, % at 8.9 µM. P32245;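 active = activation above a per-plate cutoff, the mean activation of sample wells on that plate plus 3 SD, cut at about 8% in these data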
# * = called active by the depositor; ? = inconclusive; . = no result given; & = joins results of further samples.
molecule	ABCB6 inh MLPCN	PDI turbidity	Cardio protect	HTR2A ag	CaV13 FRET inh	Vif imaging	MC4R antag cAMP	Glyco luc inh	aDG glyco up	MC4R ag barr
CC[C@@](C)(NS(=O)(=O)OCC(Cl)(Cl)Cl)c1ccccc1	93	-7	-1	-4	-7	-15	3	1	0.1	1.8
CCCn1nnnc1NC(=O)c1ccc(C)cc1Cl	94	3	0	2	-7	9	-2	0	0.0	-1.6
CCOC(=O)CC(=O)Nc1ccc(C(=O)OCC)cc1	96	-14	-6	4	.	18	8	1	0.0	-0.1
O=C(NC1CCCC1)C1CCN(C(=O)c2ccccc2Cl)CC1	97	6	-4	1	-3	3	1	1	0.0	-0.9
CC(C)C(C(=O)Nc1ccccc1F)N1C(=O)c2ccccc2C1=O (centres undefined)	97	12	4	0	-1	-4	7	-1	0.0	-2.4
CCCc1ccc(OCc2ccc(C(=O)N/N=C/c3cccnc3)o2)cc1	98	-41	0	-4	-5	-3	0	-2	0.0	-0.3
C[C@H](CO)N1C[C@H](C)[C@@H](CN(C)C(=O)Nc2ccc(C(F)(F)F)cc2)Oc2c(NC(=O)C3CCCCC3)cccc2C1=O	99	18	3	-3	-7	.	3	2	-0.1	-1.1
COc1ccc(CNC(=O)C(C)OC(=O)c2cccs2)cc1 (centres undefined)	105	6	2	-2	-3	6	2	-1	0.1	-1.1
CCOc1cccc2cc(C(=O)Nc3ccccc3-c3ccccc3)c(=O)oc12	102	0	-8	3	-11	-3	-6	-2	-0.2	-2.1
CCc1ccc(N2CC(C(=O)NCc3ccco3)CC2=O)cc1 (centres undefined)	98	-4	0	4	-6	-20	12	1	-0.1	1.5
COc1ccc(CCNC(=O)CCc2ccc(S(=O)(=O)NC(C)C)cc2)cc1OC	97	-10	-2	4	-4	2	16	1	-0.2	1.0
CC(NS(=O)(=O)OCC(Cl)(Cl)Cl)c1ccc(C(C)(C)C)cc1 (centres undefined)	96	-6	-26	4	-11	-1	19	-4	0.1	0.5
COCC(=O)N(CCc1ccc(OC)c(OC)c1)Cc1cc2cc(C)ccc2nc1Cl	101	8	-8	0	-4	-1	2	-2	0.6	-2.5
CC(C)C(=O)Nc1ccc(Oc2ccc3c(c2)C(=O)NC3=O)cc1	99	-3	-1	-1	-4	4	-4	0	0.0	-1.8
COc1cccc(C2CC(c3ccccc3Cl)n3nc(N)nc3N2)c1 (centres undefined)	97	-4	0	1	-5	3	11	1	0.2	-0.9
CCc1nc(N2CCN(C(=O)c3ccco3)CC2)c2oc3ccccc3c2n1	98	5	51*	-2	-4	0	8	2	-0.3	2.1
NC(=S)NNC(=O)COc1ccccc1O	94	6	-2	-2	-6	4	-4	1	0.1	-1.0
CCC(=O)c1ccc(OCC(=O)NC2CCN(Cc3ccccc3)CC2)cc1	94	14	-10	-8	-7	2	9	-1	-0.2	-0.6
Cc1cccc(NC(=O)CN(C)S(=O)(=O)c2ccccc2)n1	97	-1	15	-5	0	11	4	-8	2.7	-0.6
On1c(-c2ccccc2)nc2ncccc21	99	0	11	-3	-4	-2	-2	3	-0.1	-0.7
O=C(CN1C(=O)c2ccccc2S1(=O)=O)NCCSCc1ccco1	98	-5	2	5	-7	5	8	-2	80*	1.7
CC(C)(Oc1cccc2ccccc12)C(=O)O	96	9	0	8	.	-4	-3	-4	0.0	0.6
CN(C)C(=O)c1ccc(NC(=O)c2cc(-n3cnnc3)ccc2Cl)cc1	100	-16	9	1	-3	2	-2	1	0.0	-0.7
COc1ccc(CCNC2CC(=O)N(CCc3ccccc3)C2=O)cc1OC (centres undefined)	97	-8	1	-4	-5	5	11	1	0.1	-2.0
CCC(=O)N1CCN=C1SCc1ccc(F)cc1	93	.	3	2	-2	22	5	2	-0.2	-1.6
Cn1c(=O)c2c(nc(CN3CCN(CCO)CC3)n2Cc2ccccc2Cl)n(C)c1=O	93	.	20	-2	4	-2	-1	2	-0.2	-0.2
O=C1CCCN1CC(CN1CCOCC1)Sc1nnnn1-c1ccccc1 (centres undefined)	99&93	4&17	3&2	0&4	-6&-3	11&-17	-7&0	4&0	0.0&0.0	1.1&-2.0
O=C(C[n+]1cc(-c2ccccc2)n2c1CCC2)OCc1ccccc1	99	5	-2	1	-7	15	0	5	-0.1	-1.8
COc1ccc(C(N)=S)c(OC)c1	102	4	3	5	-15	0	-1	2	-0.4	1.0
CC(=O)N1CCc2cc(S(=O)(=O)NCCCN3CCCCC3)ccc21	99	-11	-4	2	-2	-1	6	-1	0.0	-1.0
O=C(O)c1ccccc1C(=O)NC1=NN(c2ccccc2)CC1	90	1	-1	4	-4	-10	0	4	-0.1	-0.3
COc1cc2cc(CN(CCN3CCCC3)C(=O)Nc3ccccc3Cl)c(=O)[nH]c2cc1OC	.	-14	4	12	.	12	0	-1	0.0	-1.5
COc1ccc(C2C(C(=O)Nc3cccnc3)=C(C)Nc3nc(-c4cccs4)nn32)cc1 (centres undefined)	99	-2	12	3	-3	-1	12	-1	0.5	4.0
Cc1nc([N+](=O)[O-])cn1CC(=O)Nc1ccc(F)c(Cl)c1	98	13	-3	2	-4	-5	-1	0	-0.1	-1.0
CC1=C(C(=O)Nc2cc(C)ccn2)C(c2cnn(C)c2)C2=C(CC(c3ccccc3)CC2=O)N1 (centres undefined)	96	11	-1	-4	-3	-8	-3	-1	-0.1	-1.9
COC(=O)C(C(=O)N1CCN(C)CC1)C1CCCCCC1 (centres undefined)	100	-1	-1	-1	-4	-5	10	1	-0.2	0.6
CCn1c(SCC(=O)Nc2sc3c(c2C(N)=O)CCC(C)C3)nnc1-c1ccco1 (centres undefined)	94	-7	4	-5	.	-1	-2	-1	-0.2	-0.3
O=C(Cc1c[nH]c2ccccc12)NC1(C(=O)NC2CCCCC2)CCCCC1	106	-8	-9	-2	-9	-6	9	1	0.2	0.7
CCOc1ccc(N/C(=N/c2nc(C)cc(C)n2)NC(C)=O)cc1	99	-1	-4	-1	-15	-5	-4	4	0.3	2.1
CN(C)CCCN(C(=O)c1ccc(S(=O)(=O)N2CCCCCC2)cc1)c1nc2cc3c(cc2s1)OCCO3	97	0	-1	4	-5	1	-2	-10	-0.2	1.2
O=C(NCN1CCN(c2ccccc2)CC1)c1cnccn1	97	-1	5	2	-6	5	9	-1	0.0	0.1
CSc1nc(=S)c2[nH]c(=S)[nH]c2[nH]1	99	-1	15	2	-2	1	15	1	0.2	-2.8
COCCN(CC(=O)Nc1ccccc1C(F)(F)F)C(=O)/C=C/c1cc(Cl)c2c(c1)OCO2	96	-2	-2	-3	-2	-5	-5	6	0.0	-1.8
Cn1c(=O)c(C(=O)CN2CCN(S(=O)(=O)c3ccccc3)CC2)c(N)n(Cc2ccccc2)c1=O	103	13	-2	5	-6	2	9	-4	-0.1	1.9
COc1ccccc1C(NC(=O)C1CCN(CCOc2ccc(Cl)cc2Cl)CC1)c1ccccn1 (centres undefined)	99	0	7	-6	-6	?	6	1	0.3	1.3
Cc1ccc2ncc([N+](=O)[O-])n2c1	109	-3	-1	13	-10	0	12	-3	-0.2	-1.3
O=C(CCC(=O)OCCOc1ccccc1)OCCOc1ccccc1	103	.	1	-5	-11	.	.	-1	-0.2	.
CC(C)=CC(=O)Nc1nnc(C)s1	96	0	-2	3	.	.	8	3	0.0	-1.9
O=C(O)CSCC(=O)NCc1cccc(C(F)(F)F)c1	99	10	16	0	-5	-5	3	1	-0.4	-1.4
Cc1cccc(NC(=O)CN2C(=O)NC3(CCCC3)C2=O)n1	97	-7	0	3	-7	-4	1	2	-0.2	-1.3

# More records follow:
molecule	ABCB6 inh MLPCN	PDI turbidity	Cardio protect	HTR2A ag	CaV13 FRET inh	Vif imaging	MC4R antag cAMP	Glyco luc inh	aDG glyco up	MC4R ag barr
CNC(=S)N/N=C/c1ccc(OCC(=O)Nc2c(C)cc(C)cc2C)c(OC)c1	96	6	14	3	-4	1	9	-1	0.4	-0.6
Cc1ccc(Cn2cc(S(=O)(=O)c3ccc(Cl)cc3)c(=O)c3cc(F)ccc32)cc1	98	16	4	-1	-5	-2	19	-3	0.5	4.7
S=c1[nH]nc(COc2ccccc2)n1-c1ccccc1	102	-2	0	6	9	-4	15	-1	0.5	-1.6
CC1CCN(C(=O)c2cc(Cl)ccc2NC(=O)c2ccco2)CC1	96	-4	4	1	-4	37	-1	1	0.0	-1.3
N#Cc1ccccc1OCC(=O)Nc1ccc(S(=O)(=O)N2CCOCC2)cc1	99	-10	14	2	-4	6	2	0	0.1	-1.0
CCOC(=O)COc1ccc2ccccc2c1/C=C/[N+](=O)[O-]	91	-3	-16	0	-5	-1	12	1	0.0	-1.4
COc1ccc(CNCCc2ccccc2)cc1OCC(N)=O	103	1	8	-1	-8	-7	5	0	-0.1	-1.2
COc1ccc(C(=O)NC(=S)NNC(=O)c2c(-c3ccccc3)noc2C)cc1	99	-22	27	-2	-5	3	-1	3	-0.2	-5.1
CCC(Sc1ncnc2sc(C)c(C)c12)C(=O)OC (centres undefined)	98	-2	-8	-3	-4	.	5	-1	-0.1	-1.5
O=c1[nH][nH]c2c1C(C1CCCCC1)OC(C1CCCCC1)C2 (centres undefined)	97	.	.	1	-5	.	.	.	0.2	.
CCc1ccc(OCC(=O)Nc2ccc3[nH]ncc3c2)cc1	99	13	-3	0	-3	15	0	-3	-0.2	-0.7
COc1cccc(CN2C(=O)N(C(C)C)C(N(O)C(=O)NC(C)C)C2(C)C)c1OC (centres undefined)	90	-7	-8	5	.	17	2	-2	0.0	0.3
COc1ccc(C2=NS(=O)(=O)N(C)C(C(=O)Nc3ccc(F)cc3F)=C2)cc1	102	.	-17	-1	-3	.	5	2	-0.3	-2.4
COc1ccc(CCNC(=S)NC2CCN(Cc3ccccc3)CC2)cc1OC	104	-4	0	3	-7	-2	3	0	-0.3	-2.4
Cc1cccc(C)c1NS(=O)(=O)c1ccc2c(c1)NC(=O)CO2	95	2	-2	4	-6	3	-7	1	-0.3	0.8
CC(C)CNC(=O)NC(=O)COC(=O)COc1ccc(Cl)cc1Cl	102	-7	-4	6	-15	0	8	-1	-0.2	0.7
CSc1nnc(C)c(=O)n1COC(=O)/C=C/c1ccc2c(c1)OCO2	97	-3	5	3	-6	8	-3	1	0.3	0.9
CCOc1ccc(CCNC(=O)COC(=O)COc2ccc(C(=O)CC)cc2)cc1OCC	94	3	3	-1	-7	-8	28	0	0.3	-2.4
